TEAD-YAP inh = TEAD-YAP interaction inhibition; HEK-TIYL cells, TEAD-Gal4/YAP UAS-luciferase luminescence; inhibition, % at 9.12 µM; hit rate 1.4% among 640,000; in the data active = inhibition above about 32%;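 note: 0% = median of test compound wells and 100% = reference inhibitor wells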
FBW7 act = activators of human E3 ligase FBW7. normalized activity (activation), % at 26.1 µM. Q969H0. hit rate 0.13% among 650,000. AlphaScreen FBW7–phospho-cyclin E peptide binding, activator screen. AID 1259310; in the data active = normalized activity above about 1.9%;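 note: purified mutant Fbw7 with reduced substrate affinity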
Target sequence (Q969H0 whole entry, looked up): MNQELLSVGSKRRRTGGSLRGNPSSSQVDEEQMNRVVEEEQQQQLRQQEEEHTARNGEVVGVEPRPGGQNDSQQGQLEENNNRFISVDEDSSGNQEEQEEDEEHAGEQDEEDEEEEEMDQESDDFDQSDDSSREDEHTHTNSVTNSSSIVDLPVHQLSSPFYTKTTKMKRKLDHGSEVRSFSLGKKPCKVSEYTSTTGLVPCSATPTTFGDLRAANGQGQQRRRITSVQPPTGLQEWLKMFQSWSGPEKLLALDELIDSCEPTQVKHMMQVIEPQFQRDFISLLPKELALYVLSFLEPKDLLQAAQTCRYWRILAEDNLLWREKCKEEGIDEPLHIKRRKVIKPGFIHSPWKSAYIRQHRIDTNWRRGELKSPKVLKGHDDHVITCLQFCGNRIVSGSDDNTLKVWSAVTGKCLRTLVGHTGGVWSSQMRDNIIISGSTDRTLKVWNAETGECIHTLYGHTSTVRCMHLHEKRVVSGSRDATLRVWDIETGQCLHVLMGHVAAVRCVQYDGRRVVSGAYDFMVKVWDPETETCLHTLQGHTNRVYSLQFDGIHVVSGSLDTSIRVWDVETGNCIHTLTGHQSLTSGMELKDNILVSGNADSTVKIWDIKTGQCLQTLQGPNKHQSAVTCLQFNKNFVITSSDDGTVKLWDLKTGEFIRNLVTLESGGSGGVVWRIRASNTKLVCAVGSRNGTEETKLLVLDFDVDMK
MITF primary = blocks human microphthalmia-associated transcription factor. O75030. AlphaScreen MITF homodimerization, bead proximity signal. inhibition, % at 2.6 µM. hit rate 0.91% among 650,000. AID 1259374; in the data active = inhibition above about 50%;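 note: 0% = vehicle wells with protein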
GPR151 ag = activators of human GPR151 | AID 1508602 | Q8TDV0 | hit rate 1% among 650,000 | activation, % at 11.2 µM | PathHunter beta-arrestin GPR151 cells, luminescence; in the data active = activation above about 4.9%;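 note: 0% = median of compound wells and 100% = cells with positive control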
An asterisk follows results filed as active; · = no result given.

SMILES | TEAD-YAP inh | FBW7 act | MITF primary | GPR151 ag
Cc1ccc(C(C)C)c(OCC(N)=O)c1 | 3 | 0.1 | 11 | -0.9
Cc1cc(=O)n2nc(N3CCCC(C(=O)N4CCC5(CC4)OCCO5)C3)sc2n1 (centres undefined) | -2 | -0.2 | 4 | -1.4
NS(=O)(=O)c1ccc(NC(=O)NC2CC(=O)N(c3ccccc3)C2)cc1 (centres undefined) | -5 | 0.1 | 6 | 2.4
O=C(Nc1ccccc1[N+](=O)[O-])c1ccc(Br)o1 | -34 | 0.0 | -13 | -1.2
CC1(C)CC(OC(=O)CC#N)CC(C)(C)N1 | 2 | 0.2 | 1 | 0.8
c1ccc(Nc2nc(-c3ccccc3)nc3nc[nH]c23)cc1 | -2 | 0.6 | 11 | 1.0
COc1cc(C(=O)Nc2cnc(NC(=O)C3CCCCC3)cc2C)cc(OC)c1OC | 9 | -0.1 | 7 | -0.7
CCOC(=O)C1CCCN(C(=S)NC2CCCCC2)C1 (centres undefined) | -1 | 0.1 | -1 | -0.6
COc1ccc(NC(=O)C2c3ccccc3C(=O)N(C)C2c2cccs2)cc1Cl (centres undefined) | -12 | 0.0 | -2 | 0.7
CCCc1[nH]nc2c1C(c1ccc(OC)cc1OC)C(C#N)=C(N)O2 (centres undefined) | -1 | 0.0 | 61* | -0.8
Oc1c(C2=NNC(c3ccc(Cl)cc3Cl)C2)ccc2ccccc12 (centres undefined) | 3 | -0.1 | -2 | -0.6
CCOC(=O)c1sc2nc(SCc3cc(C(C)=O)ccc3OC)n(Cc3cccs3)c(=O)c2c1C | 6 | 0.1 | 2 | 0.2

Given as a markdown table: entries from further up
| smiles | TEAD-YAP inh | FBW7 act | MITF primary | GPR151 ag |
| --- | --- | --- | --- | --- |
| COc1ccc(NC(=O)C2c3ccccc3C(=O)N(C)C2c2cccs2)cc1Cl (centres undefined) | -12 | 0.0 | -2 | 0.7 |
| CCCc1[nH]nc2c1C(c1ccc(OC)cc1OC)C(C#N)=C(N)O2 (centres undefined) | -1 | 0.0 | 61* | -0.8 |

Continuation.
SMILES | TEAD-YAP inh | FBW7 act | MITF primary | GPR151 ag
COc1ccc(/C(N)=N/OC(=O)c2ccccc2I)cc1 | -26 | 0.0 | -4 | 2.4
O=C(Cc1cn(-c2ccc(Nc3ccc(N4CCOCC4)cc3)nn2)c2ccccc12)NCc1cccc(C(F)(F)F)c1 | -6 | -0.1 | -6 | 0.1
COc1ccc2cc3cc(C(=O)NC4CCN(Cc5ccccc5)CC4)oc3nc2c1 | 90* | -0.3 | -3 | -0.7
Cc1ccc(C(=O)Nc2cnc3ccccc3c2)cc1[N+](=O)[O-] | -48 | 0.0 | 0 | -0.4
CCn1cc(C2=NOC(C(=O)Nc3cc(C)ccc3O)C2)c(C)n1 (centres undefined) | 16 | 0.2 | -3 | 0.4
O=C1c2ccccc2NC(c2ccc(F)cc2)N1c1ccccc1 (centres undefined) | -2 | -0.1 | -6 | 1.2
CCOc1ccc(C2C(C#N)=C(SCC(=O)Nc3ccc(NC(C)=O)cc3)NC3=C2C(=O)CCC3)cc1 (centres undefined) | 3 | -0.1 | 3 | 0.3
O=S(=O)(c1ccccc1)c1nc(-c2cccs2)oc1NCc1ccco1 | 2 | -0.2 | 0 | 0.1
COc1ccc(/C=C2\SC(=O)N(CC(=O)Nc3ccc(C)cc3)C2=O)cc1OC | 0 | 0.6 | 12 | -1.1
CCOC(=O)C(NC(=O)Nc1nc2ccccc2s1)(OCC(F)(F)F)C(F)(F)F (centres undefined) | -7 | 0.0 | 8 | -1.8
C=CCOc1c(Br)cc(Br)cc1C1C2=C(CC(C)(C)CC2=O)OC2=C1C(=O)CC(C)(C)C2 | -6 | -0.3 | -1 | 0.5
OC1C(C2COC3(CCCCC3)O2)OC2OC3(CCCCC3)OC21 (centres undefined) | -1 | 0.3 | 14 | -0.8
COC(=O)C1=C(C)NC(=O)CC1c1ccc([N+](=O)[O-])cc1 (centres undefined) | -1 | 0.0 | -7 | -0.9
CCn1cc(CN2CCC(n3nccc3NC(=O)c3ccccc3C)CC2)cn1 | 6 | 0.1 | 2 | -0.5
CCCCC(CC)CNC(=O)OCC (centres undefined) | -5 | -0.2 | 0 | -1.0
CN(C1=NC(=O)/C(=C/c2cc(Cl)ccc2OCC(=O)O)S1)c1ccc(O)cc1 | 0 | 0.0 | 3 | -1.4
CCOC(=O)c1c(NC(=O)c2cccc(OC(C)C)c2)sc2c1CCCC2 | -5 | 0.2 | 18 | -0.9
Cc1cccc(-c2nnc(SCC(N)=O)n2C2CCCCC2C)c1 (centres undefined) | 12 | -0.1 | -2 | 0.5
COc1ccc(OC)c(Nc2cc(C)nc3ccccc23)c1 | 37* | -0.1 | -3 | 0.4
COc1cccc(-c2cnc3ccc(NCC4CC4)nn23)c1 | 47* | -0.5 | -11 | 0.3
CCNc1c(NS(=O)(=O)CC)c(=O)oc2ccccc12 | -6 | 0.0 | -3 | 1.0
N#Cc1c(N)nc2c(c1-c1ccccc1Cl)CCC2 | -7 | 0.4 | 19 | 2.2
COc1ccc(/C=C2\C(=O)NN(c3ccc(C)c(Cl)c3)C2=O)cc1OC | -7 | -0.1 | -13 | -1.2
CS(=O)(=O)Nc1ccc(-c2cnc3cccc(Nc4cncnc4)c3c2)cc1 | -25 | -0.2 | 3 | -2.1
O=C(CN1CCN(C2CCCCC2)CC1)N1CCN(c2ccccc2F)CC1 | 6 | 0.2 | 18 | -0.1
Cc1ccc(C(=O)Nc2sc(C(=O)N3CCCCC3)c(C)c2C#N)cc1 | 3 | 0.6 | 6 | -1.2
Cc1ccc(/C=C2\SC(N3CCOCC3)=NC2=O)o1 | -1 | 0.0 | 14 | 3.7
N#Cc1ccc(NC(=O)Nc2cccn(Cc3ccccc3F)c2=O)cc1 | 13 | -0.4 | -2 | 1.1
O=S(=O)(NCCc1cn2ccccc2n1)c1ccc(-c2ccccc2)cc1 | -4 | -0.2 | 4 | 1.0
NNc1nc2c(c(=O)n1C1CCCC1)C1(CCCC1)Cc1ccccc1-2 | 0 | 0.2 | 7 | 2.4
Cc1cc(-c2cnc(N3CCOCC3)nc2C2CCCN(C(=O)CC(C)C)C2)on1 (centres undefined) | 2 | 0.0 | 5 | 1.3
CC(c1ccccc1)c1cc(C(=O)NCCSc2nccn2C)on1 (centres undefined) | -5 | 0.0 | -4 | 1.3
CCc1ccc(Nc2ccc(C(=O)O)cc2[N+](=O)[O-])cc1 | 10 | -0.1 | 11 | -2.3
O=C(Nc1nc(-c2ccco2)c(-c2ccco2)s1)c1ccc(-n2ccnc2)c([N+](=O)[O-])c1 | -6 | 0.0 | -2 | -1.8
COc1cc2cc3c(N)c(C(=O)Nc4cccc(F)c4)sc3nc2cc1OC | 2 | 0.1 | -8 | -0.2
CCN(CC)CCCNc1nc(-c2ccc(Cl)cc2)cs1 | -13 | -0.2 | -6 | 1.1
COc1ccc(N2C(=O)/C(=C/c3ccc(N(C)C)c([N+](=O)[O-])c3)C(=O)NC2=S)cc1 | -12 | 0.0 | 20 | -1.4
Cc1ccc(-c2c(C(=O)Nc3cc(-c4nc5ncccc5o4)ccc3C)oc(=O)c3ccccc23)cc1 | -5 | -0.1 | 9 | -1.0
CC(C)(C)c1cc(CN(CCO)CCO)cc(C(C)(C)C)c1O | 1 | -0.1 | -10 | 0.8
O=C(O)c1ccc(Cc2ccc(C(=O)O)s2)o1 | 8 | 0.1 | 11 | -0.5
O=C(Nc1nccs1)c1ccc(N2C(=O)C3CCCCC3C2=O)cc1 (centres undefined) | -2 | 0.1 | 11 | -2.3
Cc1ccc2[nH]c(=O)c(CN(CCCO)C(=O)c3ccc(F)cc3)cc2c1 | 6 | 0.0 | 7 | 0.2
CCCCc1ccc(-c2nc(Nc3cc(Sc4ccc(F)cc4)cc([N+](=O)[O-])c3)c3ccccc3n2)cc1 | 57* | 0.3 | 10 | 1.0
CCc1cc2c(=O)c(-c3csc(-c4ccccc4)n3)coc2cc1O | -7 | 0.0 | -3 | -0.4
O=C(N/N=C/c1cccc(O)c1)c1cc([N+](=O)[O-])cc([N+](=O)[O-])c1 | 14 | 0.2 | 13 | -0.9
CNC(=O)Cn1ncc2c(C)n(Cc3ccc(C)cc3)c(C)c2c1=O | 2 | 0.1 | 3 | 0.2
CC(C)NC(NC(=O)c1ccccc1)C(Cl)(Cl)Cl (centres undefined) | -2 | 1.1 | 14 | -1.1
CC1=C(C(=O)Nc2ccc(F)c(F)c2)C(c2cccs2)NC(=O)N1 (centres undefined) | 3 | 0.1 | 1 | 4.6

Brought forward from above: six entries, followed by the next part.
SMILES | TEAD-YAP inh | FBW7 act | MITF primary | GPR151 ag
CCCCc1ccc(-c2nc(Nc3cc(Sc4ccc(F)cc4)cc([N+](=O)[O-])c3)c3ccccc3n2)cc1 | 57* | 0.3 | 10 | 1.0
CCc1cc2c(=O)c(-c3csc(-c4ccccc4)n3)coc2cc1O | -7 | 0.0 | -3 | -0.4
O=C(N/N=C/c1cccc(O)c1)c1cc([N+](=O)[O-])cc([N+](=O)[O-])c1 | 14 | 0.2 | 13 | -0.9
CNC(=O)Cn1ncc2c(C)n(Cc3ccc(C)cc3)c(C)c2c1=O | 2 | 0.1 | 3 | 0.2
CC(C)NC(NC(=O)c1ccccc1)C(Cl)(Cl)Cl (centres undefined) | -2 | 1.1 | 14 | -1.1
CC1=C(C(=O)Nc2ccc(F)c(F)c2)C(c2cccs2)NC(=O)N1 (centres undefined) | 3 | 0.1 | 1 | 4.6
O=C(C1CCOCC1)N1CCc2c([nH]c3ccccc23)C1c1ccc(F)cc1 (centres undefined) | 5 | -0.1 | -6 | 0.5
O=C(c1n[nH]c2ccccc12)N1CCC2(CC1)OCc1ccccc1O2 | 2 | -0.1 | -7 | -1.3
NC(=O)C1C(=O)Oc2ccccc2C1=O (centres undefined) | 11 | -0.2 | 0 | -0.5
Cc1ccc(CN2CCN3C(=O)[C@H]([C@@H](C)O)NC(=O)[C@H]3C2)cc1 | 4 | -0.1 | -4 | 0.0
O=C(CCl)c1ccc2c(c1)-c1ccccc1C2 | 5 | 0.4 | 3 | -1.0
N#Cc1cc(NCC2CCCO2)c([N+](=O)[O-])cc1C#N (centres undefined) | -3 | 0.1 | 16 | 0.0
Cc1ncn(-c2ccc(Nc3ncc4cccc(-c5cnn(CC6CC6)c5)c4n3)cc2)n1 | 49* | 0.2 | 11 | 0.5
O=C(NC1CCCCCC1)c1ccc(NCC2CCCO2)c([N+](=O)[O-])c1 (centres undefined) | -17 | -0.1 | -6 | 0.2
COC(=O)c1cc(-c2ccco2)c2c(=O)[nH]c(=O)n(C)c2n1 | -16 | 0.6 | 5 | 0.2
O=C(Nc1cccnc1)c1ccc2c(c1)ncn2-c1ccccc1 | 9 | -0.2 | -5 | 3.2
FC(F)(F)c1cccc(-c2cnc3ccc(NCc4ccccn4)nn23)c1 | 11 | -0.7 | -2 | 0.3
CCC(C)NC(=O)CSc1nc2ccsc2c(=O)n1Cc1ccco1 (centres undefined) | -21 | 0.0 | 4 | 1.2
CCOC(=O)C1=C(CSc2nc(C)c(C)c(C)c2C#N)OC(N)=C(C#N)C1c1ccccc1I (centres undefined) | 6 | 0.1 | 8 | 0.5
CC(C)(C)CC(=O)Nc1cccc(I)c1 | 2 | 0.1 | 29 | -0.3
CC(=O)Nc1ccc(N2C(=O)CC(N3CCC(C(N)=O)CC3)C2=O)cc1 (centres undefined) | 11 | 0.5 | -1 | 0.6
CCCCOC(=O)Nc1ccc(S(=O)(=O)Nc2ncccn2)cc1 | -2 | 0.1 | 11 | 2.5
COCCNC(=O)c1ccc2c(c1)N(Cc1ccc(C)cc1)C(=O)CS2 | -1 | -0.1 | 16 | 0.0
CCNC(=S)Nc1ccc2ccccc2c1 | -5 | 1.4 | 25 | -0.5
CC/C=C\C/C=C\C/C=C\C/C=C\CCCCC(=O)O | · | · | 2 | 0.4
Cn1c(CC(=O)NNC(=O)C2CCN(C(=O)Nc3ccccc3)CC2)nc2ccccc21 | 6 | -0.7 | 11 | 0.1
COc1ccc(NC(=O)CCCn2c(=O)c3sccc3n(Cc3ccccc3)c2=O)cc1 | 1 | 0.1 | 16 | -0.4
CC1(C)C(c2ccc(F)cc2)=[N+]([O-])C2(CCCC/C2=N\O)N1O (centres undefined) | -9 | -0.2 | 2 | -0.7
O=S(=O)(c1ccc(-n2cnnn2)cc1)N(Cc1ccco1)Cc1ccccc1F | 1 | 0.0 | 9 | 0.5
CC(NC(=O)CN(C)Cc1cccc(Cl)c1)c1ccccc1 (centres undefined) | -1 | -0.9 | 22 | -0.5
CCOc1cc(C(=O)Nc2cccc(NC(=O)c3ccco3)c2)cc(OCC)c1OCC | 1 | 0.0 | -8 | -0.3
CCN(CC)CCn1c2ccccc2c2cnc(N=CN(C)C)c(C#N)c21 | 6 | 0.1 | 8 | -1.2
O=C(Nc1ccc(S(=O)(=O)N2CCOCC2)cc1)c1ccccc1Cl | 6 | -0.1 | 8 | -1.9
